Coupling enz – inhibits coupling enzyme system, counter-screen for aldolase hits; coupling enzyme system counterscreen, AmpLite Red fluorescence; 0.67% of 290,000 active; AID 2472; activity change, negative = inhibition, % at 58.2 µM, hits read low; in the data active = activity change below about -30%
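Fluorescence at 525 nm excitation and 598 nm emission measured inhibition of the coupled detection system without aldolase. Compounds (at 57.5 uM final) were preincubated 10 min at room temperature with coupling enzyme reagent before a 20 min substrate/AmpLite Red step.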
KCNH2 WT inh – inhibitors of human wildtype KCNH2 potassium channel; U2OS, BacMam KCNH2, thallium flux FluxOr; active compounds read low; activity change, % at 1.84 µM; 0.37% of 340,000 active; AID 720551;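 active = maximum activity change below -70%; inconclusive = maximum activity change between -70% and -50%; inactive = maximum activity change above -50%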
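U2OS cells transduced with wild-type KCNH2 virus are loaded with FluxOr dye for 45 min, and thallium flux is measured in kinetic reads before and after stimulation buffer. Rate constants are normalized to DMSO controls.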
Eya2 phos inh – Eya2 (human) phosphatase inhibition; Potency, µM (titrated, usually from 76.9 µM), for inactives: at the top dose activity, negative = inhibition, hits mostly inhibitors; recombinant Eya2, OMFP fluorescence dephosphorylation (OMFP is methylfluorescein phosphate); O00167; 0.006% of 330,000 active; note: potency is the fitted concentration of half-maximal effect
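Eya2 (0.2 uM) preincubated 10 min at ambient with compound, then OMFP substrate added at 50 uM; 10 min reaction in 50 mM HEPES pH 7.5, 50 mM NaCl, 5 uM MgCl2, 0.05% BSA, 1 mM DTT. Fluorescence read at Ex 485/Em 525 nm.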
USP2a block – USP2a (human) protease inhibition; Potency, µM (doses to about 38.3 µM), for inactives: at the top dose activity change, negative = inhibition, hits mostly inhibitors; 0.01% of 330,000 active; O75604; USP2 core, Ub-CHOP2 coupled fluorogenic reporter, 485/531;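 note: potency is the fitted concentration of half-maximal effect; plate controls were DMSO wells for no effect and full inhibition by NEM control for full effect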
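Cell-free coupled assay: 10nM USP2 core preincubated 30min RT with compound in Tris-HCl pH 8.0/CaCl2/CHAPS buffer, then 25nM Ub-CHOP2 and 25nM reporter substrate; fluorescence (Ex 485/Em 531) read after 60min RT, normalized to NEM inhibition, concentration-response curves fitted.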
Giardia killer – Giardia lamblia killing. Giardia lamblia trophozoite viability. activity change, % at 7.66 µM, hits read low. 0.15% of 340,000 active. AID 540267; in the data active = activity change below about -80%; inconclusive = between about -30% and that limit;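 note: parasites exposed to compound for two days anaerobically before the ATP read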
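Killing of trophozoites was scored by loss of ATP luminescence after a 48 hrs anaerobic exposure to compounds at 37 deg C, using 100 cells per well.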
BCR signal inh – chronic active BCR signaling inhibition; ABC-DLBCL IkBa-CBG/CBR reporter, luminescence ratio, 4 h; Potency, µM (highest dose often 46.1 µM), for inactives: top-dose ratio change, negative = lower green/red ratio, hits mostly inhibitors; 0.05% of 340,000 active; AID 493014; active = well fitted inhibition curve with a large enough effect in the signal ratio, with a control signal flat, not every such curve was filed as active; inconclusive = small, poorly fitted or top-dose-only effect, or effect the other way, or a change in a side signal; the % refers to the signal ratio;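 note: potency is the fitted concentration of half-maximal effect; plate controls were basal doxycycline-induced cells for no effect and cells given 10 µM MG132 for full effect; MG132 reads +100%, hits lower the ratio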
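Cell line TMD8 (human ABC DLBCL), stably expressing tet-inducible CBG68-IkBa fusion and CBR; IMDM/0.5% FBS; cpd up to 46 uM; dox induction, 4 h, 37C/5% CO2; dual luminescence; green/red ratio; MG132 control.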
KCNH2 3.1 block – blocks the human KCNH2 3.1 channel isoform; U2OS KCNH2 3.1, thallium flux FluxOr; active compounds read low; activity change, % (tested at about 1.8 µM); 0.95% of 340,000 active;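 active = maximum activity change below -70%; inconclusive = maximum activity change from -70% to -50%; inactive = maximum activity change above -50%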;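 note: thallium influx rate constant from kinetic fluorescence after stimulation buffer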
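U2OS cells transduced with KCNH2 3.1 mutant virus (1.77 x 10^8 /mL, 4 h), plated overnight at 37 C, loaded 45 min with FluxOr dye plus Red40 quencher. Thallium flux rate constant from kinetic reads after stimulation buffer, normalised to controls.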
B2AR arrestin – beta2AR (human) beta-arrestin recruitment activity | P07550 | beta-arrestin recruitment to beta2AR, cell-based reporter | Potency, µM (highest dose often 46.1 µM), inactives show top-dose activation, usual class: activators | 0.02% of 330,000 active;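 note: potency is the fitted concentration of half-maximal effect; 0% = DMSO controls and full agonism = EC100 isoproterenol or metaproterenol; nearly all actives have a fitted effect of over 65% in size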
GALK inh – inhibitors of human galactokinase | Purified GALK, Kinase-Glo residual ATP luminescence | Potency, µM (top dose mostly 57.5 µM), for inactives: top-dose activity change, negative = inhibition, hits mostly inhibitors | 0.007% of 270,000 active | AID 1868; note: potency is the fitted concentration of half-maximal effect
Target sequence (P51570 whole entry, looked up): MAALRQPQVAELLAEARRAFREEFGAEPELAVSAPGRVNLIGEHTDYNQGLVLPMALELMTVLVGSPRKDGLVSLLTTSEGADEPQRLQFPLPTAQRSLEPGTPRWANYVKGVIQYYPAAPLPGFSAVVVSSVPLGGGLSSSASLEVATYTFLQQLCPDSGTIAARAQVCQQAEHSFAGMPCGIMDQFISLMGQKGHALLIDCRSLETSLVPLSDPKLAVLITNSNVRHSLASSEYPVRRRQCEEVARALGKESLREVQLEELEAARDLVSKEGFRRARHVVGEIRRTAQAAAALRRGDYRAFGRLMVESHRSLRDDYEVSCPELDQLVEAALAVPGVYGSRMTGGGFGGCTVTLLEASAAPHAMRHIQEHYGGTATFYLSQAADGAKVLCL
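Kinase-Glo Plus luminescence measured ATP left after a 1 h room-temperature reaction. The reaction used 5 nM GALK, 100 uM galactose and 35 uM ATP at pH 8.0 (20 mM HEPES, 5 mM MgCl2, 60 mM NaCl, 1 mM DTT, 0.01% BSA).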
PKM2 activator – activators of human pyruvate kinase M2. P14618. purified PKM2, Kinase-Glo ATP luminescence, activation; response scale: 0% is enzyme alone, no compound. Potency, µM (highest dose often 57.5 µM), without a hit: at the top dose activation, usual class: activators. 0.34% of 260,000 active. AID 1631; note: potency is the fitted concentration of half-maximal effect; nearly all actives have a fitted effect of over 55% in size
Target sequence (P14618 whole entry, looked up): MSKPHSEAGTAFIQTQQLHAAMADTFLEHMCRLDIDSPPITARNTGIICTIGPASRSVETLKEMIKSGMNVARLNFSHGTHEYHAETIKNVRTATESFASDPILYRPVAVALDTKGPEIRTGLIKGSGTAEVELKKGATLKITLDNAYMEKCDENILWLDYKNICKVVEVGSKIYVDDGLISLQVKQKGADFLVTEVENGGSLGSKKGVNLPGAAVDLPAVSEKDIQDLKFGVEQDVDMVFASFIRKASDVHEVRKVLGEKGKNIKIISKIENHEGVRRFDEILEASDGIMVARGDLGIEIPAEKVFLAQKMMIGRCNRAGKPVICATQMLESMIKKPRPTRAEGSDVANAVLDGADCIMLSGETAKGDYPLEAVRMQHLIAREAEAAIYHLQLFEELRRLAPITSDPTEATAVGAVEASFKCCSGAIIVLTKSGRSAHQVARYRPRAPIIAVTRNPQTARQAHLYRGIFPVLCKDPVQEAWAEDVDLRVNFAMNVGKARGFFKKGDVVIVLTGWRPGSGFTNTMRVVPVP
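Purified hPK-M2 (>95% pure) converted ADP (0.1 mM final) to ATP with 0.5 mM PEP in 50 mM imidazole pH7.2, KCl, MgCl2, Tween 20, BSA; 1 h at room temperature. ATP detected by Kinase-Glo luminescence.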
uPA generation – cell surface uPA generation inhibition. cell surface uPA generation assay, qHTS. Potency, µM (top dose mostly 38.3 µM), for inactives: at the top dose activity change, negative = inhibition, most hits filed as inhibitors. 0.31% of 330,000 active; active = well fitted inhibition curve with a large enough effect; inconclusive = small, poorly fitted or top-dose-only effect; inactive = no such curve, though single readings can be large or run the other way; tested in mouse RAW 264.7 cells; note: potency is the fitted concentration of half-maximal effect; nearly all actives have a fitted effect of over 55% in size
* = called active by the depositor; ? = inconclusive; · = not tested or not shown; & = joins results of further samples; [ ] = dose if it differs, or a comment. Unless noted, calls come from the whole dose curve; as a rule, active = well fitted curve in the direction sought with a large enough effect; inconclusive = small, poorly fitted or top-dose-only effect, or another doubt; inactive = no such curve, though single readings can be large; an effect the other way counts as inactive or inconclusive. Unless noted, % is set by controls: 0 for no effect and ±100 for the full control effect.

SMILES | Coupling enz | KCNH2 WT inh | Eya2 phos inh | USP2a block | Giardia killer | BCR signal inh | KCNH2 3.1 block | B2AR arrestin | GALK inh | PKM2 activator | uPA generation
O=C(Nc1nnc(C2CC2)o1)c1ccc(S(=O)(=O)N2CCc3ccccc3C2)cc1 | 2 | -26 | 2% | 4% | 16 | 2% | -6 | -0.1% | -1% | 0% | -15%
ClCc1nc2ccccc2n1Cc1ccccc1 | 5 | -13 | 12% | 16% | -2 | 4% | 1 | -0.7% | 1% | 1% | 16%
NC(=S)Nc1ncc(CCN2CCOCC2)c(-c2ccc(F)cc2)n1 | 0 | 2 | 2% | -4% | 6 | ? | ? | -0.7% | 3% | -8% | -2%
COc1ccc(CCNc2oc(-c3ccccc3OC)nc2C#N)cc1 | -2 | 0 | 10% | 1% | 42[activator] | ? | 5 | 0.0% | 1% | 7% | -7%
c1ccc2cc3[nH]c(CN4CCCCC4)nc3cc2c1 | 0 | -3 | 13% | -2% | -7 | ? | -3 | -0.1% | 2% | 7% | -17%
Cc1oc2c(c1C(=O)NCCCC(=O)O)CCCC2 | 0 | -3 | 4% | 4% | -20 | 7% | 5 | 0.0% | 1% | 6% | -12%
CC(C)(C)c1ccc(S(=O)(=O)N2CCC(NC(=O)c3ccco3)CC2)cc1 | -11 | 0 | -7% | 0% | 6 | -1% | 2 | -0.4% | 0% | · | 1%
CC(C)(C)NC(=O)CCN(/N=C/c1ccccc1O)C1=NS(=O)(=O)c2ccccc21 | -2 | -2 | -12% | 0% | -6 | -2% | 1 | -0.8% | -1% | · | 1%
CCOC(=O)C1=NNC2(c3ccccc3)C(=O)N(c3cccc(Br)c3)C(=O)C12 (configuration not stated) | 0 | 4 | -1% | 1% | -17 | 4% | -23 | -1.9% | · | -2% | 2%
CC(C)C1C(=O)NC(=S)N1S(=O)(=O)c1ccc(C(C)(C)C)cc1 (configuration not stated) | 13 | -3 | -9% | -1% | 12 | ? | 2 | -0.1% | 1% | 0% | -7%
NS(=O)(=O)c1ccc(NC(=O)c2cc(=O)c3ccccc3o2)cc1 | 2 | -13 | 10% | 0% | 5 | 15% | 23 | 0.0% | 13% | 7% | 4%
CC/C(O)=C(/C#N)c1nnc2n1CCCCC2 | 5 | 3 | -2% | -5% | -18 | -18% | -15 | -0.3% | 2% | -4% | -2%
Cc1ccc(OCCC(=O)Nc2ccc3c(c2)OCCCO3)cc1 | · | 6 | 1% | 0% | 13 | ? | 3 | -0.1% | · | · | 4%
COc1ccc2[nH]c(C(=O)N/N=C/c3ccc(OC)c(O)c3)cc2c1 | 2 | 2 | -6% | 3% | -15 | ? | 26 | 0.1% | 1% | · | -4%
COc1ccc(-c2cc(C(F)(F)F)nc(S(=O)(=O)CCCC(=O)Nc3cccc(O)c3)n2)cc1OC | 0 | 3 | -21% | 0% | -5&-1 | ? | -2 | -0.1% | -2% | 9% | -1%
O=C(CNCc1ccco1)Nc1cc(S(=O)(=O)N2CCOCC2)ccc1N1CCOCC1 | · | 1 | 1% | 2% | 5 | ? | -2 | -0.5% | · | · | 5%
COc1ccc(OCc2cc(C(=O)N(C)C3CCOCC3)no2)c2ccccc12 | -37* | 4 | -2% | 1% | 1 | -13% | -2 | -0.1% | -10% | · | -8%
CN(C)CCSc1nc(-c2ccccc2)nc2c1CCCC2 | 6 | 7 | -2% | 1% | 10 | -9% | -8 | -0.8% | 6% | 0% | 5%
Cc1cccc(N2CCN(C(=O)c3csc4ccccc34)CC2C)c1 (configuration not stated) | 3 | 1 | -12% | 0% | -2 | 8% | 0 | -0.1% | -1% | -7% | -4%
COc1ccc(C(=O)Nc2nc3ccccc3s2)cc1OC | 2 | -13 | -10% | -3% | -11 | -19% | -6 | -1.0% | 0% | -28% | -3%
CCCC1=Nc2cc(C(=O)NCc3ccco3)ccc2Sc2ccccc21 | 1 | 4 | -18% | 5% | -19 | ? | -8 | 0.3% | 0% | 1% | -6%
COCCCNC(=S)Nc1cccc(S(=O)(=O)NC2=NCCC2)c1 | 3 | 2 | -7% | 0% | 2 | ? | -1 | 4.2% | -2% | -1% | 0%
COc1ccc(NS(=O)(=O)c2cn(C)nc2C)cc1 | 0 | 7 | -4% | 0% | 11 | ? | -7 | 0.2% | 8% | -5% | 0%
O=C(/C=C/c1ccc(Cl)cc1Cl)NCCSc1ccccc1 | -1 | 15 | -7% | 7% | 6 | ? | 0 | -1.4% | 0% | 4% | 3%

Single values from the results shown.
COc1ccc(CCNc2oc(-c3ccccc3OC)nc2C#N)cc1 in Coupling enz is listed with -2
CC(C)C1C(=O)NC(=S)N1S(=O)(=O)c1ccc(C(C)(C)C)cc1 (configuration not stated) in uPA generation is listed with -7%

Next section.
SMILES | Coupling enz | KCNH2 WT inh | Eya2 phos inh | USP2a block | Giardia killer | BCR signal inh | KCNH2 3.1 block | B2AR arrestin | GALK inh | PKM2 activator | uPA generation
N#C/C(=C\c1cccc([N+](=O)[O-])c1)C(=O)NCc1ccc(Cl)cc1 | -2 | 15 | -9% | 1% | -1 | ? | -5 | -0.1% | 3% | ? | -3%
COc1ccc(NC(=O)c2cc3c(=O)n(C)c4ccccc4c3n2C)cc1OC | -4 | 3 | 35% | 3% | -10 | -7% | 2 | 0.1% | 3% | -7% | ?
CCOC(=O)C1(Cc2ccccc2C)CCCN(C(=O)CCC(=O)OC)C1 (configuration not stated) | -3 | 9 | 10% | -1% | -2 | -1% | 1 | -0.1% | -2% | 0% | 4%
COc1ccc(OC)c(NC=C2C(=O)OC3(CCCCC3)OC2=O)c1 | -5 | -15 | -13% | -1% | -14 | -1% | 5 | -0.6% | 2% | 2% | ·
COc1ccc2cc(C)c3nnc(SCc4cccnc4)n3c2c1 | 3 | 10 | ? | 0% | -11 | -3% | 3 | -0.5% | 12% | -4% | -2%
CC(C)(C)NS(=O)(=O)c1ccc(NC(=S)NC(=O)C2CCC2)cc1 | · | -8 | 0% | -6% | 27 | -17% | 9 | 0.3% | 5% | 7% | 1%
CCC(O)c1cc2c(cc1NC(=O)c1cccs1)OCCO2 (configuration not stated) | 0 | -3 | -5% | 5% | 22 | ? | -1 | -0.2% | 0% | 6% | 2%
CN1CCN(C(=O)c2cc3sc4ccccc4c3s2)CC1 | 7 | 1 | 4% | -1% | -10 | -5% | -12 | -0.2% | 10% | 2% | -4%
O=S(=O)(Nc1nc(SCc2ccc(Cl)cc2)n[nH]1)c1ccccc1 | 1 | 4 | -4% | -1% | 13 | 0% | 6 | -0.5% | -3% | 2% | -11%
O=c1c2sccc2n(Cc2ccc(F)cc2)c(=O)n1-c1ccc(F)cc1 | 0 | 2 | -7% | -6% | -16 | 0% | 5 | -0.3% | 0% | -2% | -1%
O=C(Nc1ccc(N2C(=O)C3C4C=CC(C4)C3C2=O)cc1Cl)c1cccs1 (configuration not stated) | 2 | -2 | 5% | 3% | -16 | 12% | 7 | -0.1% | 13% | 0% | 4%
CCN1CCN(S(=O)(=O)c2ccc3c(c2)OCCO3)CC1 | -1 | -8 | 17% | 3% | -17 | ? | 6 | 0.2% | 0% | 14% | 3%
COCc1cc(C)n(CC(=O)NCC2CCCO2)c(=O)c1C#N (configuration not stated) | 1 | 7 | 0% | 3% | -20 | -8% | -1 | 0.1% | 1% | -1% | 2%
CCN1CCN(C(c2cccs2)C(C)NC(=O)c2ccccc2OC)CC1 (configuration not stated) | -2 | 15 | -5% | -2% | -17 | 5% | -9 | 0.0% | -1% | -15% | -3%
Cc1csc(NC(=O)CSc2nc(C(C)C)nc3c2c(=O)n(C)c(=O)n3C)n1 | -3 | 7 | 4% | 1% | -3 | -5% | 3 | -0.4% | -1% | 9% | 12%
Cc1c(Br)c(C(F)(F)F)nn1CC(=O)NCC1CCCO1 (configuration not stated) | 3 | -9 | -10% | 0% | 8 | ? | -28 | 0.0% | 3% | -2% | 5%
COc1cc(OC)c(NC(=O)c2cc(S(=O)(=O)N3CCOCC3)cn2C)cc1Cl | 2 | 1 | -3% | 0% | -6 | ? | -2 | 0.2% | · | ? | -7%
C=CCSC1=C(C#N)C(c2ccccc2Cl)C(C(=O)c2cccs2)C(O)(C(F)(F)F)N1 (configuration not stated) | -11 | -20 | -4% | 5% | 0 | ? | 14 | -0.3% | 0% | 2% | 1%
CC1CCN(S(=O)(=O)c2ccc(F)c(C(=O)O)c2)CC1 | 10 | -13 | 0% | 0% | 33[activator] | -2% | -3 | -0.7% | -1% | -4% | 3%
CCCc1ccc(S(=O)(=O)NCc2nnc(SC)n2C)cc1 | -2 | -4 | -3% | 0% | -20 | 7% | -4 | 0.0% | 0% | · | -6%

High-throughput results deposited in PubChem BioAssay by National Center for Advancing Translational Sciences (NCATS).

Outcome played no part in choosing rows; overall some 2.4% were active at least once.
